Eya2 inh: qHTS Assay for Inhibitors of the Phosphatase Activity of Eya2 | Protein phosphatase EYA2 (Homo sapiens), O00167 | recombinant Eya2, OMFP fluorescence dephosphorylation (OMFP is methylfluorescein phosphate) | Potency, µM (highest dose often 76.9 µM), inactives show top-dose activity, negative = inhibition, most hits filed as inhibitors | actives 0.006% (n = 330,000) | AID 488837, 2010; also: potency is read from the fitted curve at half-maximal effect; % is scaled to controls: 0 for no effect and ±100 for the full control effect
Target sequence (O00167 whole entry, looked up): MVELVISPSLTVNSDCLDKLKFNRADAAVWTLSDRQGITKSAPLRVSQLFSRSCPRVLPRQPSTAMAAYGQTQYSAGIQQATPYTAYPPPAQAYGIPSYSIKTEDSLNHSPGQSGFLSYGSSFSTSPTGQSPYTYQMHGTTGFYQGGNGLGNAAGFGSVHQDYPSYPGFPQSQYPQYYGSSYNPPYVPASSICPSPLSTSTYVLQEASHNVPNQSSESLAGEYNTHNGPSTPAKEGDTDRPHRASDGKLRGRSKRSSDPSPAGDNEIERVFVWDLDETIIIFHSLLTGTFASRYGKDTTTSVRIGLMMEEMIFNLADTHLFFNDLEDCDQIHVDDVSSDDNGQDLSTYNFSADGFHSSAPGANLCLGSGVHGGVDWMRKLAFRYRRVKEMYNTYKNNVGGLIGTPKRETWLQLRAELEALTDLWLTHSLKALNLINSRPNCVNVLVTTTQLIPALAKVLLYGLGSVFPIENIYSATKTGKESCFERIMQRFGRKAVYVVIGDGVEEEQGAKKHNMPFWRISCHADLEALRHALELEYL
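Eya2 protein (added as 0.2 uM solution) was preincubated with compound for 10 min at ambient temperature in 50 mM HEPES pH 7.5, 50 mM NaCl, 5 uM MgCl2, 0.05% BSA, 1 mM DTT. OMFP (added at 50 uM) then reacted 10 min; fluorescence read at 485/525 nm.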
B2AR arrestin: qHTS assay of beta-arrestin-biased ligands of beta2-adrenergic receptor. Beta-2 adrenergic receptor (Homo sapiens), P07550. beta-arrestin recruitment to beta2AR, cell-based reporter. Potency, µM (highest dose often 46.1 µM), for the others: at the highest dose activation, hits mostly activators. actives 0.02% (n = 330,000);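 also: potency is read from the fitted curve at half-maximal effect; 0% = DMSO controls and full agonism = EC100 isoproterenol or metaproterenol; nearly all actives have a fitted effect of over 65% in size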
Target sequence (P07550 whole entry, looked up): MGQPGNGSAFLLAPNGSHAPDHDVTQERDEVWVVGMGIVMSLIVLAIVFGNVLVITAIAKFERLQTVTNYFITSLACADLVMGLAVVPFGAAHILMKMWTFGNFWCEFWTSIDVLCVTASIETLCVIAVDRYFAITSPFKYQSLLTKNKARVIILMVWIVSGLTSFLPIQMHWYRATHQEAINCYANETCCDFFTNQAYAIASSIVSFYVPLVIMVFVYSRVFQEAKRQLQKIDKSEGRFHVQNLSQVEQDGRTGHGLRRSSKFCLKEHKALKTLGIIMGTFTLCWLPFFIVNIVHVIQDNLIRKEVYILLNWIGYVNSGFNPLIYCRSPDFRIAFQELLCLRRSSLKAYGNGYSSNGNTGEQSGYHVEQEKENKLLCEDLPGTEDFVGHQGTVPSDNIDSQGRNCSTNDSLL
Tb PFK block: qHTS Assay to Find Inhibitors of T. brucei phosphofructokinase. actives 0.17% (n = 330,000). Potency, µM (series often up to 57.5 µM), without a hit: top-dose activity, negative = inhibition, actives largely listed as inhibitors. AID 485367, 2010. T. brucei PFK, ADP-Glo luminescence;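 also: potency is read from the fitted curve at half-maximal effect; 0% = uninhibited 1x PFK enzyme wells and -100% = no-enzyme wells; nearly all actives have a fitted effect of over 60% in size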
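Luminescent ADP detection (ADP-Glo, two-step: ATP depletion then ADP-to-ATP conversion for luciferase) reported PFK activity after 45 min room-temperature reaction of 1.25 nM enzyme with 0.5 mM F6P and 0.1 mM ATP at pH 8.0.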
USP2a inh: qHTS Assay for Inhibitors of Ubiquitin-specific Protease USP2a Using CHOP2 as the Reporter | USP2 core, Ub-CHOP2 coupled fluorogenic reporter, 485/531 | Potency, µM (top dose mostly 38.3 µM), for inactives: at the top dose activity change, negative = inhibition, actives largely listed as inhibitors | actives 0.01% (n = 330,000);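 also: potency is read from the fitted curve at half-maximal effect; plate controls were DMSO wells for no effect and full inhibition by NEM control for full effect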
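Deubiquitinase activity read as fluorescence (485/531 nm) after Ub-CHOP2 cleavage activates the enterokinase reporter on its substrate; USP2 core 10nM, Ub-CHOP2 and substrate 25nM each, 30min compound preincubation then 60min RT; data normalized to NEM, curves fitted.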
Mito fusion act: qHTS Assay for Small Molecule Inhibitors of Mitochondrial Division or Activators of Mitochondrial Fusion | S. cerevisiae fusion-defective mutant growth rescue, CellTiterGlo 48 h | Potency, µM (highest dose often 46.1 µM), without a hit: at the top dose growth rescue (activation), usual class: activators | actives 0.23% (n = 320,000) | AID 485298, 2010;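 also: potency is read from the fitted curve at half-maximal effect; % of control where 0% means no effect; nearly all actives have a fitted effect of over 45% in size; temperature-sensitive fusion mutants such as fzo1-1 at 37 °C on non-fermentable ethanol glycerol medium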
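Compounds are tested for their ability to restore growth of mitochondrial fusion-defective yeast strains at non-permissive 37C in YPEG medium over 48 hours. Viability is quantified by luciferase luminescence.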
TSHR antagonist: Antagonists of the Thyroid Stimulating Hormone Receptor: HTS campaign; TSHR-expressing cells, TSH-stimulated cAMP HTRF, 2 h; hits give low values; actives 0.2% (n = 330,000); Thyrotropin receptor (Homo sapiens), P16473; activity change, negative = inhibition, % at 11.5 µM;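 active = activity change below a set negative limit, meaning inhibition stronger than a set level, cut at about -70% in these data; inconclusive = activity change between two set negative limits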; also: % is scaled to controls: 0 for no effect and ±100 for the full control effect
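Cell-based HTRF cAMP assay; TSHR cells + compound, TSH EC80 (4nM final), 2 h, 37 deg C. Lysis with anti-cAMP cryptate and cAMP-d2, 30 min RT, read 665/620 nm.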
ELG1 repair inh: qHTS screen for small molecules that inhibit ELG1-dependent DNA repair in human embryonic kidney (HEK293T) cells expressing luciferase-tagged ELG1; HEK293T ELG1-luciferase reporter, luminescence, 16 h; DNA damage induced by 5-fluorouridine; Potency, µM (series often up to 46.1 µM), without a hit: top-dose activity change, negative = inhibition, hits mostly inhibitors; actives 2.3% (n = 330,000); also: potency is read from the fitted curve at half-maximal effect; % is scaled to controls: 0 for no effect and ±100 for the full control effect; nearly all actives have a fitted effect of over 55% in size
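DMSO vehicle served as the neutral condition. Each well held 2,000 cells given 5-fluorouridine plus compound; after 16 hr at 37 °C/5% CO2, ONE-Glo was added and luciferase measured 30 min later.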
PTAP TSG101 blk: qHTS Assay for Iinhibitors of HIV-1 Budding by Blocking the Interaction of PTAP/TSG101. Tumor susceptibility gene 101 protein (Homo sapiens), Q99816. Fluorescence polarization, FITC-PTAP peptide / Tsg101 binding. Potency, µM (top dose mostly 115 µM), for the others: at the top dose activity change, negative = inhibition, hits mostly inhibitors. 340,000 tested, under 10 active. AID 493005, 2010; active = well fitted inhibition curve with a large enough effect in the main read-out, with a control signal flat, not every such curve was filed as active; inconclusive = small, poorly fitted or top-dose-only effect, or effect the other way, or a change in a side signal; inactive = no such curve, though single readings can be large or run the other way; also: potency is read from the fitted curve at half-maximal effect; % of control where 0% means no effect
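Compounds were pin-transferred onto Tsg101 binding domain (10 uM final) in HEPES pH 7.5 buffer, then FITC-PTAP peptide was added at 50 nM final. After 20 min at RT, polarization reported peptide displacement across a qHTS concentration series.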
Chronic BCR inh: qHTS Assay to Find Inhibitors of Chronic Active B-Cell Receptor Signaling | ABC-DLBCL IkBa-CBG/CBR reporter, luminescence ratio, 4 h | Potency, µM (titrated, usually from 46.1 µM), for inactives: at the top dose ratio change, negative = lower green/red ratio, hits mostly inhibitors | actives 0.05% (n = 340,000) | AID 493014, 2011; active = well fitted inhibition curve with a large enough effect in the signal ratio, with a control signal flat, not every such curve was filed as active; inconclusive = small, poorly fitted or top-dose-only effect, or effect the other way, or a change in a side signal; the % refers to the signal ratio;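 also: potency is read from the fitted curve at half-maximal effect; plate controls were basal doxycycline-induced cells for no effect and cells given 10 µM MG132 for full effect; MG132 reads +100%, hits lower the ratio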
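Concentration-response series (up to 46 uM) were applied to TMD8 dual-reporter cells for 4 h at 37C with doxycycline. Green/red ratio, after filter-overlap correction, defined %Activity; red signal alone was normalised to basal cells and zero luminescence.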
TCR act: Activators of T cell receptors: qHTS campaign; primary human leukocytes, anti-CD3, IL-2 HTRF, 48 h; 330,000 tested, under 10 active; Potency, µM (top dose mostly 9.22 µM), for inactives: at the top dose activation of IL-2 secretion, most hits filed as activators; AID 504894, 2011; also: % of control where 0% means no effect
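Activity was scored as IL-2 release from primary human leukocytes given only a TCR signal (a-CD3 beads) plus compound for 48 hr. Detection used a two-antibody HTRF format read at 665nm.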
uPA surface inh: qHTS for Inhibitors of Cell Surface uPA Generation. Potency, µM (titrated, usually from 38.3 µM), for the others: at the highest dose activity change, negative = inhibition, actives largely listed as inhibitors. cell surface uPA generation assay, qHTS. actives 0.31% (n = 330,000); active = well fitted inhibition curve with a large enough effect; inconclusive = small, poorly fitted or top-dose-only effect; inactive = no such curve, though single readings can be large or run the other way; tested in mouse RAW 264.7 cells; also: potency is read from the fitted curve at half-maximal effect; % is scaled to controls: 0 for no effect and ±100 for the full control effect; nearly all actives have a fitted effect of over 55% in size
* = called active by the depositor; ? = inconclusive; . = no result given; [ ] = remark or other dose. Unless noted, calls follow the shape of the dose curve; as a rule, active = well fitted curve in the direction sought with a large enough effect; inconclusive = small, poorly fitted or top-dose-only effect, or another doubt; inactive = no such curve, though single readings can be large; an effect the other way counts as inactive or inconclusive.

SMILES | Eya2 inh | B2AR arrestin | Tb PFK block | USP2a inh | Mito fusion act | TSHR antagonist | ELG1 repair inh | PTAP TSG101 blk | Chronic BCR inh | TCR act | uPA surface inh
CCOc1ccc(NC(=O)c2[nH]c(C)c(C(C)=O)c2C)cc1 | -10% | -1.9% | 2% | 1% | 2% | -2 | ? | 2% | -7% | 4% | -19%
O=C(OCc1c(-c2ccccc2)ncc2ccccc12)N1CCOCC1 | 15% | 0.3% | 0% | 0% | 22% | -20 | ? | . | ? | 3% | ?
Cc1cc(C)cc(NS(=O)(=O)c2c(C)[nH]c(=O)[nH]c2=O)c1 | -26% | -1.2% | 4% | -4% | -5% | 9 | -1% | 0% | 8% | -4% | 7%
O=S(=O)(c1ccccc1)N1c2cc(Cl)ccc2Oc2nc3ccccc3nc21 | 0% | -0.8% | -7% | -13% | 28% | 11 | -7% | -5% | ? | -3%[46.1 µM] | -2%
C=CCNC(=O)c1ccc(OC)cc1OC | 1% | -0.2% | -8% | 0% | 1% | -4 | 8% | -2% | 3% | 1% | 4%
O=C(NCC(=O)N1CCCC(C(F)(F)F)C1)c1ccc(Oc2ccccc2)cc1 (configuration not stated) | 2% | -0.5% | 0% | 0% | -2% | -1 | ? | -2% | ? | 12% | -1%
COC(=O)C1(c2ccccc2)NC(c2ccc(O)cc2)C2C(=O)N(c3ccc4c(c3)OCO4)C(=O)C21 (configuration not stated) | -17% | -0.3% | -1% | 6% | 17% | 13 | 1% | -2% | 7% | 2% | 0%
O=[N+]([O-])c1cc(-c2cnc3ccccc3n2)ccc1Cl | -8% | -0.3% | -3% | 5% | 11% | -5 | -2% | 3% | 22% | 1% | -10%
NC(=O)CC1NC(=O)c2cc([N+](=O)[O-])cc(I)c2OCCC(C(N)=O)NC(=O)[C@@H]2CCCN2C1=O (some centres not stated) | 8% | -1.0% | -21% | 1% | -3% | 4 | -1% | . | 5% | 0% | 6%
O=C(CN1CCc2ccccc2C1)Nc1cc(S(=O)(=O)N2CCOCC2)ccc1N1CCCC1 | -2% | 0.1% | -2% | 0% | -1% | -1 | -3% | -1% | 2% | 3%[46.1 µM] | 25%
COc1ccc(-c2noc(CCC(=O)NC3CCCCC3)n2)cc1OC | . | 0.1% | -3% | 0% | -4% | 10 | 4% | -4% | -1% | -3% | 4%
CCc1ccc(S(=O)(=O)Nc2cccc(C3OCCCO3)c2)cc1 | 1% | -0.1% | -1% | 3% | -3% | 1 | 12µM* | 0% | -11% | 9% | -1%
CC(=O)c1sc(NC(=O)C2COc3ccccc3O2)nc1C (configuration not stated) | -6% | -0.5% | 7% | 0% | 7% | -5 | ? | -3% | ? | -17%[46.1 µM] | ?
COc1ccc(OC)c(C(=O)NC(CC(N)=O)c2ccc(NCCN3CCOCC3)c([N+](=O)[O-])c2)c1 (configuration not stated) | 0% | 0.0% | 2% | -2% | -3% | -5 | 8% | 1% | -1% | -4% | -5%
Cc1cccc(NC(=O)C2=C(O)c3ccccc3N(C)S2(=O)=O)c1 | 17% | -0.2% | -3% | 3% | 0% | 0 | 11% | -4% | ? | 0% | 2%
Cc1ccccc1C(=O)Nc1ccc(N(C)C)c2ccccc12 | -3% | 0.3% | 5% | -1% | -7% | -12 | ? | -2% | ? | 1% | -1%
COc1ccccc1NC(=O)COC(=O)C1CCN(/C=C/C(=O)C(F)(F)F)CC1 | 2% | -1.2% | 0% | -4% | 7% | 2 | 10% | 0% | -1% | 4%[46.1 µM] | -3%
COc1ccc(OC)c(C2C(C(=O)O)c3ccccc3C(=O)N2C)c1 (configuration not stated) | 2% | 0.0% | -3% | -4% | 0% | 3 | 14% | -5% | 0% | -1% | 5%
O=C(Cn1cc(S(=O)(=O)Cc2ccccc2)c2ccccc21)Nc1ccccc1 | -7% | -0.9% | -1% | 1% | -1% | 6 | 0% | 0% | -1% | 0%[46.1 µM] | 10%
CCc1ccc(-c2nc(CS(=O)CC(=O)NC3CCCCCC3)c(C)o2)cc1 (configuration not stated) | 11% | 0.2% | -20% | -1% | 2% | 14 | 3% | -1% | -8% | -6% | -3%
O=C(NC1CCCc2ccccc21)C1CCN(S(=O)(=O)c2cccc3nonc23)CC1 (configuration not stated) | 6% | 0.3% | -2% | -2% | -1% | 1 | -11% | 0% | -11% | 2% | 15%
Cc1ccc(C(=O)Cn2cncn2)cc1 | 8% | -1.0% | 4% | 2% | 1% | 0 | 0% | 0% | 0% | -3% | -1%
Cc1ccsc1C(=O)N(C)CC(=O)N(CC(C)C)c1c(N)n(CC(C)C)c(=O)[nH]c1=O | 10% | -0.4% | 2% | 2% | -4% | 6 | 14% | 0% | 1% | 3% | 0%
NS(=O)(=O)c1ccc(NC(=S)N2CCN(Cc3ccc4c(c3)OCO4)CC2)cc1 | -10% | -0.4% | -26% | 0% | 3% | -5 | ? | -1% | -1% | -5% | -2%
Cc1cccc2c1ncc1c(=O)n(-c3ccccc3)[nH]c12 | -20% | -0.3% | 2% | -3% | -2% | -8 | ? | -1% | ? | 8% | ?
Cc1ccc(Cl)c2c1NC(=O)C2=O | 1% | 0.2% | -4% | 1% | . | 1 | ? | -3% | 0% | 8% | ?
CCN(CC)S(=O)(=O)c1ccc(C(=O)OCC(=O)N2CCOCC2)cc1 | 1% | -0.1% | -2% | 2% | 2% | -3 | 5% | -4% | 0% | 1% | -4%
Cc1ccc(OCc2cc(C(=O)N3CCC(C(O)C(C)C)CC3)no2)cc1C (configuration not stated) | -11% | 0.0% | 13% | -5% | -17% | 1 | ? | -3% | ? | 9% | 2%
COc1ccc(S(=O)(=O)NCCCN2CCOCC2)cc1F | 2% | -1.3% | 1% | 3% | -4% | -7 | 30% | -1% | 6% | -4% | 0%
C/C(=N\OCc1ccccc1C#N)c1cc2ccccc2o1 | -7% | -0.2% | -1% | 0% | 19% | -6 | ? | 0% | ? | 6% | 5%
CCOc1cc(C(C(=O)NCC2CCCO2)N(C(=O)Cn2nnc3ccccc32)c2ccc(NC(C)=O)cc2)ccc1O (configuration not stated) | 7% | -0.2% | -2% | 1% | 3% | 4 | 15% | 0% | 4% | 4% | 4%
Cc1cc(NCCCn2ccnc2)n2nc(-c3ccc(Cl)cc3)cc2n1 | -15% | -0.5% | -4% | -2% | 10% | 22 | ? | -2% | ? | -3% | -1%
CCCCN(CCCC)C(=O)c1cn(CC)c2cc(N3CCN(C)CC3)c(F)cc2c1=O | 2% | 4.5% | 2% | 5% | -4% | -5 | -2% | -5% | 1% | -11% | 1%
CCCCN(CC)Cc1ccc(CNC(=O)Nc2ccccc2)o1 | 3% | -3.4% | 1% | 3% | -1% | -2 | -2% | -6% | -1% | 7% | .
CCN(CC)Cc1ccccn1 | 2% | -1.2% | 0% | -6% | 0% | 18 | 4% | 0% | 0% | -1% | 3%
COc1ccc(S(=O)(=O)N2CCC(NC(=O)Nc3ccc(C)cc3)CC2)cc1 | 0% | -0.1% | 0% | 1% | 1% | 2 | -13% | -2% | -10% | 2% | 0%
CCOC(=O)Cc1csc(NC(=O)CCC(=O)O)n1 | -7% | 0.5% | -3% | 1% | -1% | -10 | 2% | 1% | -1% | -4% | 2%
Cc1ccc(S(=O)(=O)N2CCOCC2)cc1C(=O)N1CCN(S(=O)(=O)c2cccc(F)c2)CC1 | -18% | 0.3% | 2% | -4% | -1% | -6 | 7% | -4% | ? | 3% | 7%
CCOC(=O)c1c(NS(=O)(=O)c2cccc(OC)c2)sc2c1CCC2 | -10% | 0.3% | 27% | 0% | 4% | 11 | -7% | . | 5% | . | 4%

Compound activity from PubChem.
